Bioassay records as filed in PubChem.
ZTA counter = counter-screen for EBNA-1 inhibitors: inhibitors of Epstein-Barr virus ZTA; P03206; ZTA-DNA binding, fluorescence polarization; inhibition, % at 11 µM; 320,000 compounds, 0.15% hits; AID 2234; in the data active = inhibition above about 33%
Target sequence (P03206 whole entry, looked up): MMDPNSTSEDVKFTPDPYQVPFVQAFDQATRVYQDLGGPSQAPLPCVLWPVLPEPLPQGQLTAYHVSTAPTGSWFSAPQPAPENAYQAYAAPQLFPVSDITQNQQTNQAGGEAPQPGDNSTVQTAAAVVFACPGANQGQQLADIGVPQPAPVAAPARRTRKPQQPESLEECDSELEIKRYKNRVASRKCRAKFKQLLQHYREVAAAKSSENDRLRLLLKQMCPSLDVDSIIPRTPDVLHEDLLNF
LYPLA2 inh = counter-screen for PME1 inhibitors: inhibitors of human LYPLA2. recombinant LYPLA2, FP-Rh probe fluorescence polarization. inhibition, % at 5.9 µM. 320,000 compounds, 0.38% hits. AID 2177;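 active = inhibition above the screen-wide mean plus 3 SD, limit set per campaign, cut at about 26% in these data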;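 note: 0% = LYPLA2 with DMSO and 100% = wells lacking LYPLA2 enzyme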
Target sequence (O95372 whole entry, looked up): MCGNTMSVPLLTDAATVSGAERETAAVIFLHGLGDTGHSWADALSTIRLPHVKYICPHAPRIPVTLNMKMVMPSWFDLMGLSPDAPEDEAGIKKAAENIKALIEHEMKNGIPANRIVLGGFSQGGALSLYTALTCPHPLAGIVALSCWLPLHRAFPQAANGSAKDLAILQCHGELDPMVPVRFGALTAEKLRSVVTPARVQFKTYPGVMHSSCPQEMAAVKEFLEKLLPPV
GSTO1 counter = GSTO1 inhibition, counter-screen for RBBP9 inhibitors; P78417; recombinant GSTO1, activity-based probe fluorescence polarization; inhibition, % at 5.96 µM; 300,000 compounds, 1.1% hits;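 active = inhibition above the campaign mean inhibition plus 3 SD, cut at about 35% in these data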;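 note: 0% = GSTO1-1 with DMSO and 100% = wells lacking GSTO1-1 enzyme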
PREPL inh = human PREPL enzyme inhibition. recombinant PREPL, fluorescence polarization activity-based probe. inhibition, % at 5.96 µM. 320,000 compounds, 0.68% hits; in the data active = inhibition above about 43%;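 note: 0% = enzyme with DMSO and 100% = wells lacking enzyme; many of its hits are not listed in these tables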
LYPLA1 counter = counter-screen for PME1 inhibitors: inhibitors of human LYPLA1 | O75608 | recombinant LYPLA1, FP-Rh probe fluorescence polarization | inhibition, % at 5.9 µM | 320,000 compounds, 0.16% hits | AID 2174;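 active = inhibition above the mean of all tested compounds plus 3 SD, set per campaign, cut at about 14% in these data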;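 note: inhibitors block serine hydrolase probe labeling of LYPLA1 so polarization falls; 0% = enzyme with DMSO and 100% = wells lacking LYPLA1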
Target sequence (O75608 whole entry, looked up): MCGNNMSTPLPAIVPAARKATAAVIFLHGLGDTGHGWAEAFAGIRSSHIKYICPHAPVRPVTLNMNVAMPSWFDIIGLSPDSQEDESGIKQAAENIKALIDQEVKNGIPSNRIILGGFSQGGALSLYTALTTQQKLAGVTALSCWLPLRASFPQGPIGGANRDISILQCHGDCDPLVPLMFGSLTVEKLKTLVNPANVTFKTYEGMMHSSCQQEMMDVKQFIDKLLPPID
PAFAH1B3 inh = inhibitors of human PAFAH1B3; 340,000 compounds, 0.28% hits; recombinant PAFAH1B3, FP-rhodamine probe, fluorescence polarization; AID 492972; inhibition, % at 3.39 µM; Q15102;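 active = inhibition above the screen-wide average of all tested compounds plus 3 SD, cut at about 25% in these data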;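 note: 0% = enzyme with DMSO only and 100% = wells lacking PAFAH1B3 protein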
Target sequence (Q15102 whole entry, looked up): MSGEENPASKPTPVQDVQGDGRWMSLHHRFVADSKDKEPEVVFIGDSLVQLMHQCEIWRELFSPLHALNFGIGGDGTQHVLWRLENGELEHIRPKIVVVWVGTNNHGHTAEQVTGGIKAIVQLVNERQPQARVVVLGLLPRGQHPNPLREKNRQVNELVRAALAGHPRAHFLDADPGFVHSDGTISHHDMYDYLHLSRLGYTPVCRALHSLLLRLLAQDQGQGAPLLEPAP
EBNA-1 inhibitor = blocks EBNA-1 binding to DNA | 300,000 compounds, 0.34% hits | EBNA-1 DNA binding, fluorescence polarization | inhibition, % at 14.8 µM | AID 1950; in the data active = inhibition above about 28%
PAD4 inh = blocks human protein arginine deiminase 4; recombinant PAD4, RCA probe fluorescence polarization; AID 485272; Q9UM07; inhibition, % at 6.36 µM; 330,000 compounds, 0.41% hits;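 active = percent inhibition above a cutoff equal to the mean of all tested compounds plus 3 SD, cut at about 15% in these data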;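 note: 0% = PAD4 with RCA probe and DMSO and 100% = probe without PAD4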
PAFAH2 FP inh = inhibitors of human PAFAH2; Q99487; recombinant PAFAH2, FP-rhodamine activity probe, fluorescence polarization; inhibition, % at 3.39 µM; 340,000 compounds, 0.99% hits;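 active = inhibition above the mean over all tested compounds plus 3 SD, cut at about 30% in these data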;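 note: inhibitors block probe labeling of enzyme so polarization drops; 0% = enzyme with DMSO and 100% = wells lacking PAFAH2 protein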
Numbers without * were called inactive; . = no result given. Not all compounds are listed; rates above refer to the full screens.

1) O=C1CN(C(=O)COC(=O)c2ccccc2NC(=O)c2ccco2)c2ccccc2N1
2) Cc1ccccc1C(=O)NC[C@@H]1CCCN2CCCC[C@H]12
3) CN(C)CCCN(C(=O)c1ccco1)c1nc2ccc(Br)cc2s1
4) O=C(c1ccc(-n2cccn2)cc1)N1CCN(c2ncccc2C(F)(F)F)CC1
5) COc1ccc(-c2nnn(CCc3nn[nH]n3)n2)cc1
6) CCc1c(C)sc2nc(SCC(=O)Nc3cc(C)on3)n(CCOC)c(=O)c12
7) COc1ccc(C(=O)NC(=S)Nc2ccc(S(=O)(=O)Nc3cc(C)on3)cc2)cc1OC
8) O=C(O)CCN1C(=O)C(=C2CCCCCC2)SC1=S
assay / compound,1,2,3,4,5,6,7,8
ZTA counter,0,-2,0,16,-23,9,6,10
LYPLA2 inh,-7,7,-8,4,-4,-1,12,2
GSTO1 counter,-4,3,2,2,5,1,6,8
PREPL inh,-12,5,-72,-2,9,-11,-5,-4
LYPLA1 counter,-6,2,-3,2,-2,-3,-2,2
PAFAH1B3 inh,2,3,6,9,-6,-3,8,5
EBNA-1 inhibitor,-10,-3,3,4,-6,34*,6,0
PAD4 inh,-1,4,1,-3,-1,-5,-2,-4
PAFAH2 FP inh,-1,0,-4,-5,-3,4,-5,-3

9) CCC(C)c1ccccc1NC(=O)COC(=O)CCc1cc(OC)c(OC)c(OC)c1 (stereo not drawn)
10) O=C(CSc1ccc2ccccc2c1)Nc1ccc(S(=O)(=O)Nc2nccs2)cc1
11) CC(=O)c1cccc(NC(=O)CSc2ccc(-c3ccc4c(c3)OCO4)nn2)c1
12) CCOC(=O)c1cc(CC)sc1NC(=O)COC(=O)c1cc[n+]([O-])cc1
13) CCOc1cccc(C=NCCc2ccc(OC)c(OC)c2)c1O
14) Cc1cc(O)c(C2(O)C(=O)Nc3cc(Br)ccc32)cc1C (stereo not drawn)
15) Cc1cc(C)cc(OCC(=O)N(Cc2cccs2)C2CCS(=O)(=O)C2)c1 (stereo not drawn)
16) COc1ccccc1C/C(N)=N/OC(=O)COc1ccc(C)cc1C
assay / compound,9,10,11,12,13,14,15,16
ZTA counter,6,11,-13,5,-4,-5,5,-18
LYPLA2 inh,0,-9,8,4,1,3,0,4
GSTO1 counter,-2,-6,3,1,4,-3,-1,-1
PREPL inh,13,-2,-7,-3,-3,16,-1,6
LYPLA1 counter,-4,-9,0,-1,-2,-1,-2,3
PAFAH1B3 inh,10,5,1,-1,7,2,-1,1
EBNA-1 inhibitor,-8,8,5,1,2,0,5,-3
PAD4 inh,-3,-2,-6,-6,2,2,-2,7
PAFAH2 FP inh,4,2,1,-1,1,-2,2,0

17) COc1ccccc1/C=N/N1C(=O)C2C3C=CC(CC3)C2C1=O (stereo not drawn)
18) CC(OC(=O)Cc1c[nH]c2ccccc12)C(=O)N(C)c1ccccc1 (stereo not drawn)
19) O=C(CN1C(=O)/C(=C2\SC(=S)N(C3CCS(=O)(=O)C3)C2=O)c2ccccc21)Nc1ccc(F)cc1 (stereo not drawn)
20) O=C(C1CCCCC1)N1CCCC(c2nc(-c3ccc(F)cc3)no2)C1 (stereo not drawn)
21) Cc1ccc(S(=O)(=O)CCC(=O)OCC(=O)Nc2ncc(Cl)cc2Cl)cc1
22) CC(C)c1cc(C(=O)OCC(=O)NC(=O)NCc2ccco2)c(O)c(C(C)C)c1
23) O=C(Nc1nnc(/N=C/c2ccco2)s1)c1ccc(F)cc1
24) CCOc1cc2[nH]c(=S)n(Cc3ccc(C(=O)N4CCN(C)CC4)cc3)c(=O)c2cc1OCC
assay / compound,17,18,19,20,21,22,23,24
ZTA counter,-19,0,-3,-1,-14,-5,1,3
LYPLA2 inh,-3,-1,-2,-3,9,-18,-2,5
GSTO1 counter,13,5,-3,-6,6,-3,-5,6
PREPL inh,11,14,6,34,10,-6,-2,25
LYPLA1 counter,4,0,-1,3,-2,-11,-3,-1
PAFAH1B3 inh,6,4,.,3,-3,-4,6,0
EBNA-1 inhibitor,-10,-5,-13,-1,-6,-16,5,4
PAD4 inh,2,0,0,-2,1,-2,-1,-1
PAFAH2 FP inh,-4,-2,.,1,-7,0,10,-10

25) COCc1cc(C2C(C(=O)c3ccco3)=C(O)C(=O)N2CCOCCO)ccc1O (stereo not drawn)
26) CCCNS(=O)(=O)c1cc2c3c(c1)C(C)C(=O)N3CCC2 (stereo not drawn)
27) O=C(OCC(=O)N1CCc2ccccc21)c1ccncc1
28) COc1cc(-c2[nH]ncc2CN2CCN(Cc3cccs3)CC2)cc(OC)c1OC
29) O=C1C2C3c4ccccc4C(c4ccccc43)[C@@H]2C(=O)N1c1nc(-c2ccccc2)cs1 (stereo partly drawn)
30) O=C(Nc1cccc(-c2nc3cccnc3s2)c1)c1ccco1
31) CCCc1c(O)nc(SC2CC(=O)N(c3ccc(OC)cc3)C2=O)[nH]c1=O (stereo not drawn)
32) COc1ccc(Cn2nc(C(=O)O)c3ccccc3c2=O)cc1F
assay / compound,25,26,27,28,29,30,31,32
ZTA counter,-5,7,-2,-3,21,-4,2,-4
LYPLA2 inh,5,2,7,3,2,-3,-1,-4
GSTO1 counter,-1,3,.,0,3,-6,2,7
PREPL inh,-2,0,0,8,-3,-4,4,-5
LYPLA1 counter,0,-1,1,-1,-4,-8,-2,1
PAFAH1B3 inh,1,0,0,-2,0,5,-1,0
EBNA-1 inhibitor,6,0,.,7,11,-11,-15,0
PAD4 inh,0,5,-8,2,-5,-2,-4,3
PAFAH2 FP inh,-44,-8,0,0,-4,2,0,8

Part of the list above in order of heavy-atom count, largest number first.
24) CCOc1cc2[nH]c(=S)n(Cc3ccc(C(=O)N4CCN(C)CC4)cc3)c(=O)c2cc1OCC
29) O=C1C2C3c4ccccc4C(c4ccccc43)[C@@H]2C(=O)N1c1nc(-c2ccccc2)cs1 (stereo partly drawn)
28) COc1cc(-c2[nH]ncc2CN2CCN(Cc3cccs3)CC2)cc(OC)c1OC
31) CCCc1c(O)nc(SC2CC(=O)N(c3ccc(OC)cc3)C2=O)[nH]c1=O (stereo not drawn)
32) COc1ccc(Cn2nc(C(=O)O)c3ccccc3c2=O)cc1F
30) O=C(Nc1cccc(-c2nc3cccnc3s2)c1)c1ccco1
23) O=C(Nc1nnc(/N=C/c2ccco2)s1)c1ccc(F)cc1
27) O=C(OCC(=O)N1CCc2ccccc21)c1ccncc1
assay / compound,24,29,28,31,32,30,23,27
ZTA counter,3,21,-3,2,-4,-4,1,-2
LYPLA2 inh,5,2,3,-1,-4,-3,-2,7
GSTO1 counter,6,3,0,2,7,-6,-5,.
PREPL inh,25,-3,8,4,-5,-4,-2,0
LYPLA1 counter,-1,-4,-1,-2,1,-8,-3,1
PAFAH1B3 inh,0,0,-2,-1,0,5,6,0
EBNA-1 inhibitor,4,11,7,-15,0,-11,5,.
PAD4 inh,-1,-5,2,-4,3,-2,-1,-8
PAFAH2 FP inh,-10,-4,0,0,8,2,10,0

More records follow:
33) CCCCNC(=S)Nc1cccc(C(C)=O)c1
34) CCOC(=O)CNC(=O)Cc1ccc(Cl)cc1
35) CC1Oc2ccccc2N(CC(=O)NC2CCCC2)C1=O (stereo not drawn)
36) O=C(NC(=S)N1CCN(Cc2ccccc2)CC1)c1ccccc1
37) Cc1ccc(N2C(=O)C3C4CC(=O)C(c5ccccc54)C3C2=O)cc1C (stereo not drawn)
38) CN(Cc1ccc2ccccc2c1)C(=O)c1ccc(C(F)(F)F)cc1
39) CCOC(=O)C1=C(C)N=C2SC(C(=O)OC)=CC(=O)N2C1c1ccc(OC)cc1 (stereo not drawn)
40) CCC(C)Sc1nc2c(cnn2-c2ccc(F)cc2)c(=O)[nH]1 (stereo not drawn)
assay / compound,33,34,35,36,37,38,39,40
ZTA counter,2,8,5,-12,10,0,-9,10
LYPLA2 inh,-1,-1,-4,4,2,4,7,-11
GSTO1 counter,-3,5,5,2,-2,-6,5,-7
PREPL inh,13,1,7,5,-1,3,0,13
LYPLA1 counter,-3,1,0,5,0,-2,2,-4
PAFAH1B3 inh,0,2,3,6,13,15,2,0
EBNA-1 inhibitor,7,16,-17,11,2,-16,2,-19
PAD4 inh,2,1,-1,-2,-4,-2,2,1
PAFAH2 FP inh,0,-1,5,-1,-7,1,-2,0

Record cards, from the list above.
Profile of CC1Oc2ccccc2N(CC(=O)NC2CCCC2)C1=O (stereo not drawn) : ZTA counter: 5; LYPLA2 inh: -4; GSTO1 counter: 5; PREPL inh: 7; LYPLA1 counter: 0; PAFAH1B3 inh: 3; EBNA-1 inhibitor: -17; PAD4 inh: -1; PAFAH2 FP inh: 5
Profile of CCOC(=O)C1=C(C)N=C2SC(C(=O)OC)=CC(=O)N2C1c1ccc(OC)cc1 (stereo not drawn) : ZTA counter: -9; LYPLA2 inh: 7; GSTO1 counter: 5; PREPL inh: 0; LYPLA1 counter: 2; PAFAH1B3 inh: 2; EBNA-1 inhibitor: 2; PAD4 inh: 2; PAFAH2 FP inh: -2

Other structures follow.
41) CCN(CC(=O)Nc1c(F)cccc1F)C(=O)c1ccc(S(=O)(=O)N2CCC(C)CC2)cc1
42) Cc1cc(C)c(C#N)c(SCc2cc3c(cc2Cl)OCO3)n1
43) CN(c1ccc(C(=O)N2CCCCC2)cc1)S(=O)(=O)c1ccccc1
44) COC(=O)c1ccc(NCC(=O)c2ccccc2)cc1
45) N#C/C(=C\c1cccc([N+](=O)[O-])c1)c1ccccn1
46) COc1ccccc1C(=O)C1CCCN(C(=O)CSc2ccccn2)C1 (stereo not drawn)
47) CC1CCC2(CC1)NC(=O)N(CC(=O)Nc1ccc3c(c1)CCC3)C2=O (stereo not drawn)
48) COCCN(C(=O)CC1C(=O)NCCN1CC(c1ccccc1)c1ccccc1)C(C)C (stereo not drawn)
49) C[C@H](CO)N1C[C@H](C)[C@@H](CN(C)S(=O)(=O)c2cn(C)cn2)Oc2c(NS(=O)(=O)c3ccccc3)cccc2C1=O
50) COc1ccc(OC)c2[nH]c(=O)c(CCNC(=O)c3cccs3)cc12
51) CCc1cc2c(=O)n(CC)c(SC(C)C(=O)Nc3c(C)n(C)n(-c4ccccc4)c3=O)nc2s1 (stereo not drawn)
assay / compound,41,42,43,44,45,46,47,48,49,50,51
ZTA counter,-5,0,-6,-9,-15,-2,-31,15,.,19,-10
LYPLA2 inh,4,-4,8,-3,9,-5,7,5,.,-1,-2
GSTO1 counter,.,-5,9,8,13,2,8,1,.,0,-5
PREPL inh,5,16,18,-3,5,8,-56,9,9,-3,6
LYPLA1 counter,1,-1,2,-2,8,0,3,0,.,2,-1
PAFAH1B3 inh,-2,-4,0,7,-2,8,-2,5,8,10,0
EBNA-1 inhibitor,.,8,-3,-7,5,-14,-1,-3,.,0,-8
PAD4 inh,1,0,4,0,-3,3,0,-2,2,0,-4
PAFAH2 FP inh,-3,3,8,3,1,-1,6,-7,4,6,-3
